Screening data: PubChem BioAssay, National Center for Advancing Translational Sciences (NCATS)
TR SRC2 fluor cs: alters Texas Red total fluorescence, flagging assay interference; 0.29% of 280,000 active; TRb/SRC2 Texas Red total fluorescence interference; AID 1479; Potency, µM (series often up to 106 µM), for the others: top-dose fluorescence change, negative = quenching; active = well fitted curve in either direction with a large enough effect; inconclusive = small, poorly fitted or top-dose-only effect
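Human TRβ ligand-binding domain (0.6 uM) and Texas Red SRC2 peptide (20 nM) in Tris buffer with 1 uM T3 and 5% DMSO were incubated with pinned compound for 5 hr at ambient temperature. Total fluorescence was computed as S + 2P (555/632 nm).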
RGS12 GoLoco inh: blocks human Gai1 binding to RGS12 GoLoco peptide, red readout. P63096. Gai1:RGS12 GoLoco peptide FP, rhodamine, 10 min. Potency, µM (highest dose often 61.6 µM), without a hit: top-dose activity, negative = inhibition, hits mostly inhibitors. 0.44% of 230,000 active; active = well fitted inhibition curve with a large enough effect, not every such curve was filed as active; inactive = no such curve, though single readings can be large or run the other way; note: nearly all actives have a fitted effect of over 30% in size; many of its hits are not listed in these tables
Tau FP inhib: inhibitors of human tau fibril formation; K18 P301L tau heparin fibrillization, Alexa594 FP, 6 h; Potency, µM (highest dose often 57.7 µM), without a hit: at the top dose activity, negative = inhibition, usual class: inhibitors; 0.39% of 280,000 active; AID 1468; note: nearly all actives have a fitted effect of over 55% in size
Target sequence (P10636 561-689 P618L limits assumed): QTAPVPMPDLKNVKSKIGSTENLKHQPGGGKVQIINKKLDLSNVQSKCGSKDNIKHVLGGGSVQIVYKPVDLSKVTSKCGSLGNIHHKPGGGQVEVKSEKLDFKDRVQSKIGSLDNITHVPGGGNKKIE
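Recombinant K18 P301L […], labeled with Alexa 594 at 0.24 uM over 15 uM unlabeled; heparin inducer 20 uM final; 37 C, 6 hr; FP endpoint.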
RECQ1 inh: RECQ1 (human) helicase inhibition. AID 2549. 0.54% of 240,000 active. Potency, µM (doses to about 57.3 µM), inactives show top-dose activity, negative = inhibition, usual class: inhibitors. RECQ1 DNA unwinding, red fluorescence kinetic read. P46063;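 note: plate controls were vehicle for no effect and no enzyme for full effect; nearly all actives have a fitted effect of over 30% in size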
Target sequence (P46063 whole entry, looked up): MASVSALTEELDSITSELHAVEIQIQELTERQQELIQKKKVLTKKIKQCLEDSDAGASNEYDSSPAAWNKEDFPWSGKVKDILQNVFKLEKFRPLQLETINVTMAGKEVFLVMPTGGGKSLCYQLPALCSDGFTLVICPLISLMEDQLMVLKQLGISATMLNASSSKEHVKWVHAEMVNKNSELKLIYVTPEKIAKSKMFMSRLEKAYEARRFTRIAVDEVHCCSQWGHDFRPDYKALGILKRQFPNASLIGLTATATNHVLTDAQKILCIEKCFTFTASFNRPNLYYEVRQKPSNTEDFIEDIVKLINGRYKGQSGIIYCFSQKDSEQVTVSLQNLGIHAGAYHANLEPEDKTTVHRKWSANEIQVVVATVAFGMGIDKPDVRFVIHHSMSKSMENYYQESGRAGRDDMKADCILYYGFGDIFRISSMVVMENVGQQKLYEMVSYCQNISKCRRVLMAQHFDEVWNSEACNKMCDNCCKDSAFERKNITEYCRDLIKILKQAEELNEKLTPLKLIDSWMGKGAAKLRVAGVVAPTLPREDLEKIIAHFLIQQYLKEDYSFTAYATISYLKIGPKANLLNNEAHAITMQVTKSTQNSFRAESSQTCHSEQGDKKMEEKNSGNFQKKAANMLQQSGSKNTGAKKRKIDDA
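50 nM RECQ1T1 preincubated 15 min with compound in Tris pH 8.0 buffer with MgCl2, DTT, Tween-20 and 2.5 ug/ml poly(dI-dC); started with 200 nM TAMRA/BHQ-2 forked duplex and 2 mM ATP. Unwinding read as fluorescence (525/598 nm), two reads 2 h apart.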
Tau ThT inhib: blocks human tau fibril formation measured by thioflavin T | AID 1460 | P10636 | 2.1% of 270,000 active | Potency, µM (doses to about 57.4 µM), for the others: at the top dose activity, negative = inhibition, actives largely listed as inhibitors | recombinant tau K18 P301L, heparin-induced fibrillization, ThT fluorescence; note: nearly all actives have a fitted effect of over 55% in size
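ThT emission at 510 nm, taken 1 hr after adding 30 uM dye, quantifies aggregates formed when 20 uM heparin acts on human tau K18 P301L for 6 hr at 37 C.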
JMJD2E inh: blocks human JMJD2E demethylase activity. Potency, µM (series often up to 57.1 µM), for inactives: top-dose activity change, negative = inhibition, most hits filed as inhibitors. 1.6% of 230,000 active. JMJD2E catalytic domain, FDH-coupled NADH fluorescence (FDH is formaldehyde dehydrogenase); active = well fitted inhibition curve with a large enough effect, not every such curve was filed as active; inconclusive = small, poorly fitted or top-dose-only effect, or another doubt; inactive = no such curve, though single readings can be large or run the other way;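 note: 0% = wells with enzyme and -100% = buffer wells without enzyme; nearly all actives have a fitted effect of over 50% in size; many of its hits are not listed in these tables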
L3MBTL1 inh: blocks human L3MBTL1; AlphaScreen L3MBTL1–H3K9me1 peptide binding; Potency, µM (doses to about 57.1 µM), for inactives: at the top dose activity, negative = inhibition, usual class: inhibitors; 0.66% of 230,000 active; AID 485360; note: nearly all actives have a fitted effect of over 60% in size
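First, the protein-peptide complex forms for 30 min at room temperature (L3MBTL1 50 nM, biotinylated H3K9me1 peptide 75 nM). Next, compounds are pin-transferred and incubated 30 min. Finally, AlphaScreen beads are added and read after 30 min.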
TRb-SRC2 inh: inhibitors of human thyroid hormone receptor beta-SRC2 interaction; P10828; TRbeta-SRC2 peptide binding, fluorescence polarization; receptor liganded with 1 µM T3; Potency, µM (doses to about 106 µM), without a hit: at the highest dose activity change, negative = inhibition, usual class: inhibitors; 0.065% of 280,000 active;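 note: plate controls were bound peptide for no effect and peptide without receptor for full effect; nearly all actives have a fitted effect of over 50% in size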
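Fluorescence polarization of 20 nM Texas Red SRC2 peptide (20-aa NR interaction domain) bound to 0.6 uM human TRb ligand-binding domain, with 1 uM T3, after 5 hr at ambient temperature; inhibition seen as decreased polarization.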
An asterisk follows results filed as active; [ ] = dose if it differs, or a comment. Unless noted, calls come from the whole dose curve; as a rule, active = well fitted curve in the direction sought with a large enough effect; inconclusive = small, poorly fitted or top-dose-only effect, or another doubt; inactive = no such curve, though single readings can be large; an effect the other way counts as inactive or inconclusive. Unless noted, % is set by controls: 0 for no effect and ±100 for the full control effect; potency is the fitted concentration of half-maximal effect. Not all compounds are listed; the hit share may differ from the screen's.

For Cc1cc(C)n(-c2nc(NCCC(C)C)c3c4c(sc3n2)COC(C)(C)C4)n1 the results were TR SRC2 fluor cs -4%, RGS12 GoLoco inh 4%, Tau FP inhib -5%, RECQ1 inh -2%, Tau ThT inhib -13%, JMJD2E inh -8% and TRb-SRC2 inh -10%.
`O=C1C(Cl)=C(N2CCOCC2)C(=O)N1c1ccccc1` gave TR SRC2 fluor cs 0%, RGS12 GoLoco inh -3%, Tau FP inhib 28µM*, RECQ1 inh -1%, Tau ThT inhib 13µM*, JMJD2E inh 8% and TRb-SRC2 inh 2%.
For CS(=O)(=O)NC1CCN(Cc2ccccc2)CC1 the results were TR SRC2 fluor cs 3%, RGS12 GoLoco inh 6%, Tau FP inhib 2%, RECQ1 inh -4%, Tau ThT inhib 0%, JMJD2E inh 1% and TRb-SRC2 inh 6%.
`Cc1ccc(C(=O)Nc2ccc(O)c(C(=O)O)c2)o1` gave TR SRC2 fluor cs -2%, RGS12 GoLoco inh 1%, Tau FP inhib -3%, RECQ1 inh 0%, Tau ThT inhib inconclusive, JMJD2E inh -15%, L3MBTL1 inh -3%[11.4 µM] and TRb-SRC2 inh 2%.
For CCNC(=S)NNC(=O)c1cc(C)on1 the results were TR SRC2 fluor cs -2%, RGS12 GoLoco inh 9%, Tau FP inhib -2%, RECQ1 inh -4%, Tau ThT inhib -9%, JMJD2E inh 1%, L3MBTL1 inh 14% and TRb-SRC2 inh -13%.
`CC(=O)Nc1ccc(OS(=O)(=O)c2ccccc2C)cc1` gave TR SRC2 fluor cs -3%, RGS12 GoLoco inh 11%, Tau FP inhib -2%, RECQ1 inh -2%, Tau ThT inhib -9%, JMJD2E inh 0%, L3MBTL1 inh -5% and TRb-SRC2 inh -6%.
`CC(=O)c1cccc(NC(=O)COC(=O)COc2c(Cl)cc(Cl)c3ccc(C)nc23)c1` gave TR SRC2 fluor cs 5%, RGS12 GoLoco inh 5%, Tau FP inhib -10%, RECQ1 inh -10%, Tau ThT inhib 1%, JMJD2E inh -19%, L3MBTL1 inh 2% and TRb-SRC2 inh -5%.
O=C(NC1CC(=O)N(c2ccc(F)cc2)C1)c1ccc2c(c1)OCO2 (stereo not given) was read as TR SRC2 fluor cs 0%, Tau FP inhib -14%, Tau ThT inhib 0% and TRb-SRC2 inh -6%.
Cc1ccc(-c2nc(C3CCN(S(C)(=O)=O)CC3)no2)cc1 was read as TR SRC2 fluor cs 2%, RGS12 GoLoco inh 18%, Tau FP inhib -8%, RECQ1 inh inactive, Tau ThT inhib 0%, JMJD2E inh 6%, L3MBTL1 inh 6% and TRb-SRC2 inh -13%.
Cc1c(NC(=O)C(c2ccccc2)c2ccccc2)cccc1C(=O)O was read as TR SRC2 fluor cs -4%, RGS12 GoLoco inh -17%, Tau FP inhib 8%, RECQ1 inh 14%, Tau ThT inhib -1%, JMJD2E inh 2%, L3MBTL1 inh 5% and TRb-SRC2 inh 6%.
For O=C(Nc1ccc(Oc2c(F)c(F)c(F)c(F)c2F)cc1)OC1CCN2Cc3ccccc3N=C12 (stereo not given) the results were TR SRC2 fluor cs 2%, RGS12 GoLoco inh 2%, Tau FP inhib -13%, RECQ1 inh inconclusive, Tau ThT inhib inconclusive, JMJD2E inh -10% and TRb-SRC2 inh 2%.
O=c1c2cn[nH]c2nc(SCc2cc(=O)n3cc(Br)ccc3n2)n1-c1ccc(Br)cc1 was read as TR SRC2 fluor cs -2%, RGS12 GoLoco inh 13%, Tau FP inhib 6%, RECQ1 inh -2%, Tau ThT inhib -14%, JMJD2E inh inconclusive and TRb-SRC2 inh -4%.
O=c1c2cc3c(cc2[nH]c(=S)n1CCN1CCOCC1)OCO3 was read as TR SRC2 fluor cs -3%, RGS12 GoLoco inh 1%, Tau FP inhib 3%, RECQ1 inh -9%, Tau ThT inhib 4%, JMJD2E inh -3%, L3MBTL1 inh 4% and TRb-SRC2 inh -12%.
For CC(=O)C1=C(c2ccccc2)NC(=S)NC1c1cc(Cl)c(OC(C)C)c(Cl)c1 (stereo not given) the results were TR SRC2 fluor cs -2%, RGS12 GoLoco inh -2%, Tau FP inhib -2%, RECQ1 inh -22%, Tau ThT inhib -6%, JMJD2E inh -12%, L3MBTL1 inh -8% and TRb-SRC2 inh -10%.
`CC1CCc2c(sc(NC(=O)c3cc4nc(-c5ccc(Cl)cc5)cc(C(F)(F)F)n4n3)c2C#N)C1` (stereo not given) gave TR SRC2 fluor cs 5%, Tau FP inhib 1%, Tau ThT inhib -15% and TRb-SRC2 inh 11%.
Screening CCOC(=O)C1CCN(C(=O)Cn2cc(C(=O)c3ccco3)c3ccccc32)CC1 returned TR SRC2 fluor cs -2%, RGS12 GoLoco inh 5%, Tau FP inhib -6%, RECQ1 inh inactive, Tau ThT inhib 4%, JMJD2E inh -9% and TRb-SRC2 inh -5%.
`Cc1ccc(OCC(=O)N/N=C\c2cn(C)c3ccccc23)c([N+](=O)[O-])c1` gave TR SRC2 fluor cs -3%, RGS12 GoLoco inh 7%, Tau FP inhib 18%, RECQ1 inh -9%, Tau ThT inhib inconclusive, JMJD2E inh 1%, L3MBTL1 inh -7% and TRb-SRC2 inh -5%.
Screening COc1cccc2sc(Nc3nnc(-c4ccc(F)cc4)o3)nc12 returned TR SRC2 fluor cs -8%, RGS12 GoLoco inh 1%, Tau FP inhib 2%, RECQ1 inh -14%, Tau ThT inhib inconclusive, JMJD2E inh inconclusive, L3MBTL1 inh -14% and TRb-SRC2 inh -4%.
COc1ccc(Cl)cc1S(=O)(=O)Nc1cccc(-c2ccc(N3CCCC3)nn2)c1 was read as TR SRC2 fluor cs 1%, Tau FP inhib 1%, Tau ThT inhib 6% and TRb-SRC2 inh 5%.
For Cc1ccc(-c2cn3nc(N4CCCC(C(=O)NCc5ccc(F)cc5)C4)sc3n2)cc1 (stereo not given) the results were TR SRC2 fluor cs 5%, Tau FP inhib 7%, Tau ThT inhib inconclusive and TRb-SRC2 inh 1%.
CCn1c(=O)n(Cc2ccco2)c(=N)c2c3c(sc21)COC(C)(C)C3 was read as TR SRC2 fluor cs -7%, RGS12 GoLoco inh -1%, Tau FP inhib 0%, RECQ1 inh -3%, Tau ThT inhib -6%, JMJD2E inh -2%, L3MBTL1 inh 1% and TRb-SRC2 inh 0%.
For O=C(Nc1ccc(NC(=O)c2ccncc2)cc1)c1ccncc1 the results were TR SRC2 fluor cs 2%, RGS12 GoLoco inh 2%, Tau FP inhib -7%, RECQ1 inh inactive, Tau ThT inhib -13%, JMJD2E inh 4%, L3MBTL1 inh -1% and TRb-SRC2 inh -10%.
`C=CCn1c(N)cc(=O)nc1SCC(=O)Nc1cccc2ccccc12` gave TR SRC2 fluor cs -4%, RGS12 GoLoco inh 3%, Tau FP inhib 0%, RECQ1 inh -15%, Tau ThT inhib -4%, JMJD2E inh -9%, L3MBTL1 inh 3% and TRb-SRC2 inh -5%.
Screening CN1CCN(C(=O)C2=C[C@@H](C3CC3)C[C@@H](OCc3ccc(CO)cc3)O2)CC1 returned TR SRC2 fluor cs 0%, RGS12 GoLoco inh 2%, Tau FP inhib 2%, RECQ1 inh -11%, Tau ThT inhib -4%, JMJD2E inh 10%, L3MBTL1 inh 3% and TRb-SRC2 inh -5%.
Screening C(=C\c1ccccc1)/CSc1nnc(-c2cccnc2)n1Cc1ccco1 returned TR SRC2 fluor cs 2%, Tau FP inhib 2%, RECQ1 inh -12%, Tau ThT inhib -8%, JMJD2E inh -2%, L3MBTL1 inh -10% and TRb-SRC2 inh -7%.
O=C(CSc1ccccc1)Nc1ccc(N2CCOCC2)cc1 was read as TR SRC2 fluor cs 0%, RGS12 GoLoco inh -5%, Tau FP inhib -2%, RECQ1 inh -4%, Tau ThT inhib inconclusive, JMJD2E inh 3% and TRb-SRC2 inh 10%.
COc1ccc(CC(=O)N2CCOCC2)cc1OC was read as TR SRC2 fluor cs -1%, RGS12 GoLoco inh 14%, Tau FP inhib 4%, RECQ1 inh inactive, Tau ThT inhib -2%, JMJD2E inh -1%, L3MBTL1 inh -4%[11.4 µM] and TRb-SRC2 inh -8%.
Screening O=S(=O)(c1ccc(OCC(O)CN2CCN(c3ccccc3O)CC2)cc1)N1CCOCC1 (stereo not given) returned TR SRC2 fluor cs -1%, RGS12 GoLoco inh -9%, Tau FP inhib 2%, RECQ1 inh -3%, Tau ThT inhib -14%, JMJD2E inh inconclusive, L3MBTL1 inh -6% and TRb-SRC2 inh -3%.
`CCN=c1scc(-c2ccc(F)cc2)n1/N=C/c1ccccn1` gave TR SRC2 fluor cs -2%, RGS12 GoLoco inh 6%, Tau FP inhib -9%, RECQ1 inh inactive, Tau ThT inhib inconclusive, JMJD2E inh -14%, L3MBTL1 inh -26% and TRb-SRC2 inh -3%.
`CCNCCNC(=O)c1c(O)c2ccccc2n(CC)c1=O` gave TR SRC2 fluor cs -3%, RGS12 GoLoco inh 8%, Tau FP inhib -2%, RECQ1 inh 6%, Tau ThT inhib 7%, JMJD2E inh inconclusive, L3MBTL1 inh -1% and TRb-SRC2 inh -2%.
For COc1ccc(CCN2C(=NC(=O)CC(C)C)SC3CS(=O)(=O)CC32)cc1 (stereo not given) the results were TR SRC2 fluor cs -3%, RGS12 GoLoco inh 4%, Tau FP inhib -7%, RECQ1 inh -8%, Tau ThT inhib -7%, JMJD2E inh 1% and TRb-SRC2 inh 6%.
Cc1ccc(OCC(=O)Nc2ccc3nn(-c4ccc(C)cc4)nc3c2)cc1 was read as TR SRC2 fluor cs 3%, Tau FP inhib 4%, Tau ThT inhib -20% and TRb-SRC2 inh 0%.
Screening O=C(COC(=O)/C=C/c1ccccc1Cl)NCCc1ccc(Cl)cc1Cl returned TR SRC2 fluor cs 0%, RGS12 GoLoco inh -16%, Tau FP inhib 3%, RECQ1 inh -6%, Tau ThT inhib 17%, JMJD2E inh -1%, L3MBTL1 inh -4% and TRb-SRC2 inh 9%.
